Source: PubChem BioAssay
Tcruzi prolif = blocks T. cruzi growth in NIH3T3 culture. T. cruzi beta-gal in NIH3T3, GalScreen luminescence, 90 h. inhibition, % at 8.34 µM. actives 5.9% (n = 77,000). AID 624255;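 active = mean inhibition above about 93%, with at least 55% of replicates each passing it, limit read from the data, passing the limit was not always enough; inconclusive = only one of those two conditions holds; inactive = neither condition holds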
GASC1 inh = inhibitors of human demethylase GASC-1 KDM4C; Q9H3R0; GST-KDM4C 2-372, H3K9me3 peptide, LANCE TR-FRET; inhibition, % at 12.5 µM; actives 0.15% (n = 96,000); AID 720574;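 active = mean replicate inhibition above about 25%, with at least 55% of replicates also reaching it, limit read from the data, passing the limit was not always enough; inconclusive = only one of those two conditions met; inactive = neither condition met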
Target sequence (Q9H3R0 2-372 limits assumed): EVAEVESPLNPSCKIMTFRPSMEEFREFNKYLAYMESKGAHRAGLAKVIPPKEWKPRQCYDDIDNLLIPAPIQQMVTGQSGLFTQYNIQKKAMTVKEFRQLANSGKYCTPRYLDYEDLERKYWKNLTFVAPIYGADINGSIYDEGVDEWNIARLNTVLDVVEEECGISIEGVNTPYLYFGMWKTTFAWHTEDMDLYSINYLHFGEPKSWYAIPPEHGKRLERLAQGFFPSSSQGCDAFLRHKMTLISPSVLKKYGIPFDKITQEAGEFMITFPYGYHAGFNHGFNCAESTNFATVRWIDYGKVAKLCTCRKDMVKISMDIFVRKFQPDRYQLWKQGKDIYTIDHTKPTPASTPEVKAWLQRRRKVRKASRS
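Assay system: GST-GASC-1 enzyme fragment 2-372 | Amount: 10 nM enzyme | Medium: HEPES buffer, pH 7.5, plus ascorbate | Reagent: H3K9me3 peptide substrate, Fe(II), 2-oxoglutarate | Doses: Single-point compound screen | Incubation: 30 min demethylation and 1 h detection at room temperature | Measured by: LANCE TR-FRET, excitation 340 nm, emissions 618 and 671 nm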
Pf Dd2 growth = blocks growth of Plasmodium falciparum Dd2 parasites. P. falciparum Dd2 growth, SYBR Green, 72 h; active compounds read low. activity change, % at 10 µM. actives 2.3% (n = 94,000); in the data active = activity change below about -80%; inconclusive = no clear call, values can overlap the other calls
C diff HTS = inhibitors of Clostridium difficile growth; Clostridium difficile clinical isolate growth, OD600, 24 h; active compounds read low; actives 0.25% (n = 86,000); growth activity, negative = inhibition, % at 16 µg/mL (by protocol);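 active = mean growth activity at or below -80% and every replicate also at or below -80%; inconclusive = mean at or below -80% but some replicate above -80%; inactive = mean growth activity above -80%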;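 also: 0% = DMSO wells and -100% = levofloxacin 16 µg/mL wells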
Numbers without * were called inactive; ? = inconclusive; . = not tested or not shown; & = joins results of further samples. Rows are unselected; overall some 7.3% were active at least once.

item	Compound	Tcruzi prolif	Pf Dd2 growth	GASC1 inh	C diff HTS
1	CC(C)CC#Cc1ccc([C@@H]2[C@H]3CN(S(=O)(=O)Cc4ccccc4)CCCCN3[C@H]2CO)cc1	104*	-57	4.9	6
2	C[C@@H]1CN([C@@H](C)CO)C(=O)Cc2cc(NC(=O)Nc3ccc4c(c3)OCO4)ccc2O[C@@H]1CN(C)CC1CC1	-40	-88*	0.3	-3
3	Cc1ccc(S(=O)(=O)N(C)C[C@@H]2OCCCC[C@@H](C)Oc3ccc(NC(=O)C4CCCCC4)cc3C(=O)N([C@H](C)CO)C[C@H]2C)cc1	24	?	-1.5	.
4	CC(C)NC(=O)N(C)C[C@H]1Oc2cc(C3=CCCCC3)ccc2S(=O)(=O)N([C@@H](C)CO)C[C@@H]1C	34	-17	0.7	-1
5	CC(=O)N(C)C[C@H]1Oc2ncc(C#C[C@H](C)O)cc2C(=O)N([C@@H](C)CO)C[C@H]1C	53	51	0.2	-1
6	CNC[C@@H]1Oc2ncc(C3=CCCCC3)cc2C(=O)N([C@@H](C)CO)C[C@@H]1C	75	-64	0.7	3
7	C[C@H]1CN([C@@H](C)CO)C(=O)c2cc(C#CC3(O)CCCC3)cnc2O[C@@H]1CN(C)C(=O)C1CCC1	81	12	0.3	-3
8	C[C@H](O)C#Cc1cnc2c(c1)C(=O)N([C@@H](C)CO)C[C@@H](C)[C@@H](CN(C)C(=O)c1ccc(F)cc1)O2	.	39	-2.1	-1
9	Cc1noc(C)c1NC(=O)N(C)C[C@H]1Oc2c(NS(C)(=O)=O)cccc2C(=O)N([C@H](C)CO)C[C@@H]1C	62	22	.	1
10	N#Cc1cccc(-c2ccc([C@H]3[C@@H](CO)N4CCCCN(C(=O)Nc5ccccc5)C[C@@H]34)cc2)c1	111*	22	-1.7	7
11	CCCNC(=O)N(C)C[C@H]1Oc2ncc(-c3cccc(C#N)c3)cc2C(=O)N([C@@H](C)CO)C[C@@H]1C	.	27	1.6	2
12	C[C@@H]1CN([C@@H](C)CO)C(=O)c2cc(C#CCN(C)C)cnc2O[C@H]1CN(C)Cc1ccccc1F	86	-27	3.7	0
13	C[C@@H]1CN([C@@H](C)CO)C(=O)c2cc(NC(=O)CCCCCC(=O)Nc3ccccc3N)ccc2O[C@H]1CN(C)S(=O)(=O)c1ccc(Cl)cc1	.	-41	-3.7	0
14	C[C@@H]1CN([C@@H](C)CO)C(=O)c2cc(NC(=O)NC3CCCCC3)ccc2O[C@@H](C)CCCCO[C@@H]1CN(C)S(=O)(=O)c1ccc(Cl)cc1	4	.	-0.2	4
15	CC(=O)NC[C@H]1[C@@H](c2ccc(C#CC(C)(C)O)cc2)[C@@H](CO)N1C(=O)CC1CC1	.	22	0.7	-1
16	C[C@@H]1CN([C@@H](C)CO)C(=O)Cc2cc(NC(=O)Cc3cn(C)c4ccccc34)ccc2O[C@@H]1CN(C)C(=O)Nc1ccc2c(c1)OCO2	5	-14	-1.8	-3
17	C[C@H]1CN([C@@H](C)CO)C(=O)c2cc(C#CC3(O)CCCC3)cnc2O[C@@H]1CN(C)S(=O)(=O)c1cccc(F)c1	16	-40	-0.2	3
18	C[C@H](CO)N1C[C@H](C)[C@@H](CN(C)S(=O)(=O)c2ccccc2)Oc2ccc(NC(=O)Cc3ccccc3)cc2CC1=O	-55	-41	2.5	3
19	C[C@H]1CN([C@@H](C)CO)C(=O)Cc2cc(NC(=O)Nc3ccc(C(F)(F)F)cc3)ccc2O[C@H]1CN(C)Cc1ccc(C(F)(F)F)cc1	-1	33	-2.3	14
20	O=C(C[C@H]1CC[C@@H](NC(=O)CCN2CCCCC2)[C@H](CO)O1)Nc1nccs1	-59	-35	-0.5	.
21	COc1ccccc1-c1ccc2c(c1)O[C@H](CN(C)C(=O)c1cccnc1)[C@H](C)CN([C@H](C)CO)S2(=O)=O	.	-56	4.7	1
22	O=C(c1ccccn1)N1CC(=O)N2[C@H](CO)[C@@H](c3ccc(-c4cccc(F)c4)cc3)[C@H]2C1	.	25	-2.2	5
23	C[C@H]1CN([C@@H](C)CO)C(=O)c2cc(C3=CCCCC3)cnc2O[C@H]1CN(C)C(=O)CN1CCOCC1	.	17	-1.4	-2
24	Cc1noc(C)c1S(=O)(=O)N(C)C[C@H]1Oc2c(NS(C)(=O)=O)cccc2C(=O)N([C@@H](C)CO)C[C@H]1C	47	-12	-0.7	0
25	CN(C)C(=O)c1cccc(-c2ccc([C@H]3[C@H](CO)N4CCCCN(C(=O)C5CCC5)C[C@@H]34)cc2)c1	102*	6	-1.4	-11
26	COc1ccc(-c2ccc([C@H]3[C@H](CO)N4C(=O)CN(C(=O)C5CC5)C[C@@H]34)cc2)cc1	.	-52	-0.3	-1
27	C[C@@H](NC(=O)[C@@H]1[C@@H](CO)[C@@H]2Cn3c(cccc3=O)[C@@H]2N1Cc1cccnc1)c1ccccc1	13	.	1.4	2
28	CN1C(=O)c2cc(NC(=O)c3ccccc3Cl)ccc2OC[C@@H]2O[C@@H](CC(=O)NCC(F)(F)F)CC[C@@H]21	31	.	.	-5
29	CC(C)CC#Cc1cnc2c(c1)C(=O)N([C@H](C)CO)C[C@H](C)[C@@H](CN(C)Cc1cccc(F)c1)O2	112*	-46	-1.7	5
30	COc1ccc2c3c([nH]c2c1)[C@@H](CO)N(CC1CC1)CC31CCN(C(=O)Nc2cccc(F)c2)CC1	.	-72	-3.3	60

item	Compound	Tcruzi prolif	Pf Dd2 growth	GASC1 inh	C diff HTS
31	CN1C(=O)c2cc(NC(=O)NC3CCCC3)ccc2OC[C@H]2O[C@@H](CC(=O)O)CC[C@@H]21	-31	12	4.7	1
32	COCC#Cc1cnc2c(c1)C(=O)N([C@H](C)CO)C[C@H](C)[C@H](CN(C)C(=O)Nc1ccccc1OC)O2	60	5	-1.2	0
33	CC(C)NC(=O)N(C)C[C@H]1Oc2ccc(NC(=O)c3ccncc3)cc2C(=O)N([C@H](C)CO)C[C@@H]1C	18	22	-1.3	0
34	Cc1noc(C)c1NC(=O)Nc1ccc2c(c1)C(=O)N([C@@H](C)CO)C[C@@H](C)[C@@H](CN(C)Cc1ccccc1)OCCCC[C@@H](C)O2	9	-24	-0.8	.
35	C[C@H](CO)N1C[C@H](C)[C@@H](CN(C)C(=O)NC2CCCCC2)OCCCC[C@H](C)Oc2ccc(NS(C)(=O)=O)cc2C1=O	-22	44	-1.1	.
36	O=C(NCc1ccc(F)cc1)[C@H]1[C@H](CO)[C@H]2Cn3c(cccc3=O)[C@@H]1N2Cc1cccnc1	99*	11	-1.3	-1
37	C[C@H]1CN([C@@H](C)CO)C(=O)c2cc(NS(=O)(=O)c3cccs3)ccc2O[C@H]1CN(C)CC1CC1	2	13	-0.8	2
38	COc1ccc(CNC(=O)N(C)C[C@H]2OCc3ccccc3-c3c(n(C)c4ccccc34)C(=O)N([C@@H](C)CO)C[C@H]2C)cc1	95	-70	-1.9	-21
39	C[C@H]1CN([C@@H](C)CO)C(=O)Cc2cc(N(C)C)ccc2O[C@H]1CN(C)C(=O)Nc1ccccc1	35	10	2.5	-1
40	O=C(Nc1ccc2c(c1)[C@H]1C[C@@H](CC(=O)N3CCOCC3)O[C@H](CO)[C@H]1O2)c1cccnc1	-21	-13	3.9	-3
41	CN(C)CC(=O)N[C@H]1CC[C@H](CCn2cc(C3CCCCC3)nn2)O[C@@H]1CO	.	-8	0.1	-1
42	C[C@@H]1CN([C@H](C)CO)C(=O)Cc2cc(NC(=O)C3CC3)ccc2O[C@@H]1CN(C)Cc1ccc(Oc2ccccc2)cc1	21	28	3.9	7
43	N#C[C@@H]1[C@H](c2ccc(-c3cccc(F)c3)cc2)[C@H](CO)N1C(=O)c1cccnc1	76	-31	-1.4	6
44	COc1ccccc1NC(=O)N(C)C[C@@H]1Oc2ncc(Br)cc2C(=O)N([C@H](C)CO)C[C@@H]1C	-2&3	1&12	-1.4	5&7
45	COc1cccc(-c2ccc3c(c2)[C@@H]2[C@@H](CCN2Cc2ccccc2OC)[C@@H](CO)N3)c1	-2	-59	0.1	-98*
46	C[C@H](CO)N1C[C@H](C)[C@H](CN(C)S(=O)(=O)c2cn(C)cn2)Oc2ccc(NC(=O)Nc3ccc(F)cc3)cc2C1=O	5	10	-0.3	-5
47	CN1C(=O)c2cc(NC(=O)c3ccc(F)c(F)c3)ccc2OC[C@@H]2O[C@H](CC(=O)N[C@@H]3CCN(Cc4ccccc4)C3)CC[C@H]21	106*	.	-0.3	9
48	CC(=O)N1[C@@H]2c3ccc(-c4cccnc4)c(=O)n3C[C@H]1[C@H](CO)[C@H]2C(=O)N1CCc2ccccc2C1	-21	.	4.0	-4
49	C[C@H]1CN([C@@H](C)CO)C(=O)c2cc(NC(=O)Cc3ccccc3)ccc2O[C@H]1CN(C)C(=O)Nc1ccccc1	9	-7	0.1	7
50	CN(C)C(=O)C[C@H]1CC[C@H](NC(=O)C2CCC2)[C@@H](CO)O1	25	1	-0.8	-5
51	CN(C)CC(=O)Nc1ccc2c(c1)[C@@H]1C[C@@H](CC(=O)N3CCN(C)CC3)O[C@H](CO)[C@@H]1O2	-32	19	0.7	-1
52	C[C@@H]1CN([C@@H](C)CO)C(=O)c2cc(C3=CCCC3)cnc2O[C@@H]1CN(C)C(=O)Nc1ccc(F)cc1	61	12	1.7	18
53	O=C(Nc1ccc(F)cc1)N[C@@H]1C=C[C@@H](CC(=O)N2CCOCC2)O[C@H]1CO	28	-6	0.4	.
54	COc1cccc(C#Cc2ccc3c(c2)[C@@H]2[C@@H](CCN2C(=O)c2ccccc2F)[C@H](CO)N3)c1	.	-74	-1.2	15
55	O=C(NC[C@H]1N[C@H](CO)[C@@H]1c1ccc(-c2ccccc2F)cc1)c1ccccc1	?	2	-1.2	36
56	O=C(Nc1cc(F)ccc1F)N1CC(=O)N2[C@@H](CO)[C@H](c3ccc(-c4cccnc4)cc3)[C@@H]2C1	.	18	-2.9	5
57	Cc1noc(C)c1S(=O)(=O)N(C)C[C@H]1OCCCC[C@@H](C)Oc2ccc(NC(=O)CCCCCC(=O)Nc3ccccc3N)cc2C(=O)N([C@@H](C)CO)C[C@@H]1C	33	-81*	-1.5	-3
58	C[C@H]1CN([C@@H](C)CO)C(=O)c2cccc(NC(=O)NC3CCCCC3)c2O[C@@H]1CN(C)Cc1ccccc1	-26	-39	2.0	-20
59	O=C(C[C@H]1C=C[C@H](NS(=O)(=O)c2ccccc2)[C@H](CO)O1)NCCN1CCCCC1	-64	11	1.8	1
60	CCCNC(=O)[C@H]1[C@H](CO)[C@H]2Cn3c(ccc(C4=CCCC4)c3=O)[C@@H]1N2C(=O)C1CC1	-10	16	0.9	0

3 compounds out of the list, arranged by SMILES length, falling.
item	Compound	Tcruzi prolif	Pf Dd2 growth	GASC1 inh	C diff HTS
37	C[C@H]1CN([C@@H](C)CO)C(=O)c2cc(NS(=O)(=O)c3cccs3)ccc2O[C@H]1CN(C)CC1CC1	2	13	-0.8	2
59	O=C(C[C@H]1C=C[C@H](NS(=O)(=O)c2ccccc2)[C@H](CO)O1)NCCN1CCCCC1	-64	11	1.8	1
53	O=C(Nc1ccc(F)cc1)N[C@@H]1C=C[C@@H](CC(=O)N2CCOCC2)O[C@H]1CO	28	-6	0.4	.

(more compounds)
item	Compound	Tcruzi prolif	Pf Dd2 growth	GASC1 inh	C diff HTS
61	CC(C)NC(=O)N(C)C[C@@H]1OCCCC[C@@H](C)Oc2ccc(NC(=O)Nc3ccc(F)cc3)cc2C(=O)N([C@H](C)CO)C[C@H]1C	46	-7	8.8	4
62	CCC(=O)N1C[C@H](C)[C@@H](OC)CN(C)C(=O)c2cc(NC(=O)c3cc(C)on3)ccc2OC[C@@H]1C	-14	.	0.6	.
63	Cc1ccc(S(=O)(=O)Nc2ccc3c(c2)C(=O)N([C@H](C)CO)C[C@@H](C)[C@H](CN(C)C(=O)c2ccccc2)OCCCC[C@@H](C)O3)cc1	43	-17	-0.8	3
64	C[C@@H]1CCCCO[C@H](CN(C)C(=O)CCC(F)(F)F)[C@@H](C)CN([C@H](C)CO)C(=O)c2cc(NC(=O)Cc3ccccc3)ccc2O1	77	.	2.3	-4
65	CC(=O)N1CCCCN2[C@H](CO)[C@H](c3ccc(-c4cccc(C)c4)cc3)[C@H]2C1	61	10	0.6	-6
66	CCC(=O)Nc1ccc2c(c1)C(=O)N(C)C[C@H](OC)[C@H](C)CN(Cc1ccccc1F)[C@H](C)CO2	4	-27	0.6	.
67	C[C@H]1CN([C@@H](C)CO)C(=O)CCCn2nncc2CO[C@@H]1CN(C)C(=O)Nc1ccnc(N2CCOCC2)c1	16	10	.	3

Shown field by field: entries from further up.
65) CC(=O)N1CCCCN2[C@H](CO)[C@H](c3ccc(-c4cccc(C)c4)cc3)[C@H]2C1
  Tcruzi prolif: 61
  Pf Dd2 growth: 10
  GASC1 inh: 0.6
  C diff HTS: -6
66) CCC(=O)Nc1ccc2c(c1)C(=O)N(C)C[C@H](OC)[C@H](C)CN(Cc1ccccc1F)[C@H](C)CO2
  Tcruzi prolif: 4
  Pf Dd2 growth: -27
  GASC1 inh: 0.6
  C diff HTS: .
